Source: PubChem BioAssay (several laboratories)
NadD inh: inhibitors of S. aureus NadD, primary screen, biochemical, colorimetric, uHTS | purified NadD enzyme, colorimetric absorbance read-out | inhibition, % at 20 µM | actives 0.78% (n = 360,000); in the data active means inhibition above about 26%; further: some compounds past the cut are filed as inactive
DNMT1 block: human DNMT1 methyltransferase inhibitors, primary screen, biochemical, molecular beacon, fluorescence, HinP1I cleavage, uHTS; DNA (cytosine-5)-methyltransferase 1 (Homo sapiens), P26358; inhibition (reported as % activation of signal), % at 10 µM; actives 0.83% (n = 360,000); AID 588458, 2011; in the data active means inhibition above about 50%
CSN inh: inhibitors of CSN-mediated cullin deneddylation, primary screen, biochemical, fluorescence polarization, uHTS; AID 651999, 2013; COP9 signalosome complex subunit 5 (Homo sapiens), Q92905; Purified CSN, SCF-Nedd8-OG deneddylation; actives 0.38% (n = 360,000); inhibition, % at 12.5 µM;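 active means pattern-corrected inhibition above about 35%, with an unprinted fluorescence ratio check between 0.5 and 1.5, limit read from the data, passing the limit was not always enough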;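 further: 0% = enzyme with substrate and 100% = substrate without enzyme; some results filed as inactive read as strong as hits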
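test system = HEK293T-derived human Csn5 enzyme | amount = 0.24 nM Csn5 enzyme, final concentration | medium = Tris/NaCl/DTT buffer, pH 7.5 | schedule = 90 min reaction at room temperature | signal = FP | evaluation = inhibition of Csn5 cleavage, % | compound dosing = single dose of 12.5 µM compound with 0.25% DMSO | probe or stimulus = 10 nM SCFSkp2-Nedd8OG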
Rpn11 block: Rpn11 (PSMD14) deubiquitinase inhibitors, primary screen, biochemical, fluorescence polarization, uHTS; 26S proteasome non-ATPase regulatory subunit 14 (Homo sapiens), O00487; human 26S proteasome, Ub4-pepOG fluorescence polarization; 20S core pre-blocked with epoxomicin; calls only at 20 µM; actives 0.59% (n = 360,000);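 active means inhibition at 20 µM, scaled to each plate's controls, above about 33%, limit read from the data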
Target sequence (O00487 whole entry, looked up): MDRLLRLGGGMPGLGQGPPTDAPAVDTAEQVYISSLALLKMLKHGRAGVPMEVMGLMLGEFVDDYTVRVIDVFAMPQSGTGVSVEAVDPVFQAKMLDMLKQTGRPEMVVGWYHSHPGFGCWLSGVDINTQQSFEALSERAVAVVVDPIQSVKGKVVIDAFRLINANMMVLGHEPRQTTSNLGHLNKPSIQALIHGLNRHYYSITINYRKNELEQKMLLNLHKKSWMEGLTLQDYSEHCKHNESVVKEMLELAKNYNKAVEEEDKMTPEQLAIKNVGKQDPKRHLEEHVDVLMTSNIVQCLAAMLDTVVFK
SUMO1-SIM PPI: modulators of SUMO1 protein-protein interactions, primary screen, biochemical, uHTS. actives 0.33% (n = 360,000). SUMO1 binding to a labelled peptide, TR-FRET, 1 h. AID 602429, 2012. Small ubiquitin-related modifier 1 (Homo sapiens), P63165. inhibition, % at 20 µM; in the data active means inhibition above about 37%
Target sequence (P63165 whole entry, looked up): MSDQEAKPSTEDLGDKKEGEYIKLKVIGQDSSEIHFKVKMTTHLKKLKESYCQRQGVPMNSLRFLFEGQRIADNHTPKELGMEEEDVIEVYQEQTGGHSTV
MsrA inhibitor: bovine MsrA enzyme inhibitors, primary screen, biochemical, absorbance, HTS | Methionine sulfoxide reductase A (Bos taurus) | purified bovine MsrA, absorbance read-out | inhibition, % at 15.5 µM | actives 0.75% (n = 360,000); in the data active means inhibition above about 4.5%;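 further: 0% = vehicle wells with enzyme and 100% = reference inhibitor wells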
LMPTP inh: LMPTP phosphatase inhibitors, primary screen, biochemical, fluorescence intensity, uHTS; Low molecular weight phosphotyrosine protein phosphatase (Homo sapiens), P24666; recombinant LMPTP-A, OMFP fluorogenic substrate; inhibition, % at 20 µM; actives 0.22% (n = 360,000); AID 651560, 2012;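 active means compounds that cut the enzyme signal by at least half of the control window in the single-dose screen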;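 further: plate controls were DMSO wells with enzyme plus substrate for no effect and substrate without enzyme for full effect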
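Test system – LMPTP-A enzyme · Amount – LMPTP-A at 0.625 nM final in the reaction · Buffer or medium – Bis-Tris pH 6.0, DTT, detergent · Reagent – OMFP 400 µM · Doses – single 20 µM dose · Schedule – reaction 50 min, room temperature, dark · Detection – fluorescence intensity of OMFP turnover product · Evaluation – percent inhibition versus substrate-only and uninhibited controls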
TbMetRS inhib: T. brucei MetRS inhibitors, primary screen, biochemical, luminescence; actives 0.4% (n = 360,000); inhibition, % at 11.9 µM; purified T. brucei MetRS, ATP depletion, Kinase-Glo luminescence;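 active means inhibition above a per-plate cutoff of the control wells' mean inhibition plus 3 SD, cut at about 5.5% in these data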;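 further: 0% = DMSO wells median and 100% = median of wells with control inhibitor compound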
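Material: T. brucei methionyl-tRNA synthetase, purified; reagent: substrates ATP, L-methionine and bulk Escherichia coli tRNA; dosing: 11.9 µM single point; timing: 15 min plus 2 h at 25 °C; detection: luminescence of leftover ATP; evaluation: % inhibition; control set: DMSO-only wells as low control; replicates: singlicate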
STEP inh: STEP phosphatase inhibitors, primary screen, biochemical, fluorescence intensity, uHTS. Tyrosine-protein phosphatase non-receptor type 5 (Homo sapiens), P54829. recombinant STEP, OMFP fluorogenic substrate. inhibition, % at 20 µM. actives 0.25% (n = 360,000). AID 588621, 2011;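 active means inhibition at 20 µM, scaled per plate between control wells, above about 37%, limit read from the data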;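 further: 0% = DMSO with enzyme and substrate and 100% = substrate only without enzyme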
Target sequence (P54829 whole entry, looked up): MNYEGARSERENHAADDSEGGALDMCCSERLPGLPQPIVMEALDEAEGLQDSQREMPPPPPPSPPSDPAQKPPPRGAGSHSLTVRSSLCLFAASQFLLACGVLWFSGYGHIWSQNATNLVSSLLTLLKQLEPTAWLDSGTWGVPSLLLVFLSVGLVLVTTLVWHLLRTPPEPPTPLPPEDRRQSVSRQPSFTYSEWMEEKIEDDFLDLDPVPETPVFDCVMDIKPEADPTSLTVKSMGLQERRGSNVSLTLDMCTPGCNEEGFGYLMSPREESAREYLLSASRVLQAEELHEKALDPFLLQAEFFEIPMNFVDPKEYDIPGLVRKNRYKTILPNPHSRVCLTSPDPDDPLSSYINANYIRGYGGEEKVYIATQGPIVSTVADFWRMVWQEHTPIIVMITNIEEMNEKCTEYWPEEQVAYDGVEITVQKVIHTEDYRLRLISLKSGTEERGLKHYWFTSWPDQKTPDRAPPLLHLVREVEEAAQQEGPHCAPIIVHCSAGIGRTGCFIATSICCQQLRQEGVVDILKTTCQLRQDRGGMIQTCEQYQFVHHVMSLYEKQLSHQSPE
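Material: STEP (striatal-enriched tyrosine phosphatase) enzyme, cell-free | Medium: 50 mM Bis-Tris pH 6.0 with 2.5 mM DTT and 0.005% Tween 20 | Read-out: Percent inhibition scaled to no-enzyme and uninhibited-enzyme controls, plate-pattern corrected | Signal: Fluorescence read at 480 nm ex / 540 nm em | Times: 20 min reaction, room temperature, in the dark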
Scp-1 inhibitor: Scp-1 phosphatase inhibitors, primary screen, biochemical, colorimetric, uHTS; Carboxy-terminal domain RNA polymerase II polypeptide A small phosphatase 1 (Homo …; Recombinant Scp1, phosphopeptide, malachite green phosphate absorbance; inhibition, % at 20 µM; actives 0.88% (n = 340,000); AID 493091, 2011;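 active means inhibition above about 50% at 20 µM, limit read from the data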;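 further: plate controls were DMSO wells with enzyme for no effect and wells lacking enzyme for full effect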
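Test system: SCP-1 catalytic domain; Buffer or medium: Acidic Tris acetate buffer with magnesium and detergent; Also added: Phosphorylated 17-residue peptide substrate; Compound: single 20 µM dose, 1% DMSO; Schedule: enzyme reaction 45 min at room temperature, colour 5 min, stabilisation 30 min; Signal: Phosphate-binding colour reagent, absorbance read at 630 nm.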
* marks the source's active call; other numbers are inactive results; i = inactive; . = not tested or not shown.

SMILES	NadD inh	DNMT1 block	CSN inh	Rpn11 block	SUMO1-SIM PPI	MsrA inhibitor	LMPTP inh	TbMetRS inhib	STEP inh	Scp-1 inhibitor
COC(=O)N1C(=O)[C@](c2ccccc2)(C(C)C)N1C(=O)OC	-2	7	2	i	6	-0.5	-0.6	-0.1	0	-5
O=C(NCc1ccco1)/C(=C\c1cccc([N+](=O)[O-])c1)NC(=O)c1ccco1	-4	-2	0	i	-23	1.6	-0.7	0.1	0	-5
O=C(NCCc1ccc(F)cc1)Nc1ccc([N+](=O)[O-])cc1	-6	1	1	i	-21	1.9	0.9	0.6	-1	-13
Cc1ccc(S(=O)(=O)Oc2ccccc2/C=N/N=C(N)N)cc1	-25	-2	-3	i	2	-0.6	0.4	1.2	4	-3
CCOC(=O)C(NCCc1ccccc1)(NC(C)=O)C(F)(F)F (configuration not stated)	2	6	-13	i	-3	0.6	0.4	-1.3	-3	-1
O=C(O)CCCC(=O)OCCCCc1cccs1	-1	-5	-9	i	-7	0.4	-1.1	0.5	-3	-7
CS(=O)(=O)N(Cc1ccco1)Cc1ccccc1Cl	2	-2	-1	i	-1	0.7	-0.7	-0.2	3	-5
CCCOc1ccc(N2C(=O)CC(N3CCN(c4nc5ccccc5s4)CC3)C2=O)cc1 (configuration not stated)	3	-5	-1	i	-1	0.1	-1.7	-1.0	4	-6
CC(C)(C)c1ccc(OCC(O)CN2CCN(C(=O)c3ccccc3)CC2)cc1 (configuration not stated)	-6	-1	0	i	0	-1.0	-1.4	-1.9	2	-3
C=CC(n1cncn1)C(O)(c1ccccc1)c1ccccc1 (configuration not stated)	-3	6	-6	i	1	-0.4	2.3	-0.3	-1	-3

For reference, some entries already given.
SMILES	NadD inh	DNMT1 block	CSN inh	Rpn11 block	SUMO1-SIM PPI	MsrA inhibitor	LMPTP inh	TbMetRS inhib	STEP inh	Scp-1 inhibitor
O=C(NCCc1ccc(F)cc1)Nc1ccc([N+](=O)[O-])cc1	-6	1	1	i	-21	1.9	0.9	0.6	-1	-13
Cc1ccc(S(=O)(=O)Oc2ccccc2/C=N/N=C(N)N)cc1	-25	-2	-3	i	2	-0.6	0.4	1.2	4	-3
CCOC(=O)C(NCCc1ccccc1)(NC(C)=O)C(F)(F)F (configuration not stated)	2	6	-13	i	-3	0.6	0.4	-1.3	-3	-1
O=C(O)CCCC(=O)OCCCCc1cccs1	-1	-5	-9	i	-7	0.4	-1.1	0.5	-3	-7
CS(=O)(=O)N(Cc1ccco1)Cc1ccccc1Cl	2	-2	-1	i	-1	0.7	-0.7	-0.2	3	-5
CCCOc1ccc(N2C(=O)CC(N3CCN(c4nc5ccccc5s4)CC3)C2=O)cc1 (configuration not stated)	3	-5	-1	i	-1	0.1	-1.7	-1.0	4	-6
CC(C)(C)c1ccc(OCC(O)CN2CCN(C(=O)c3ccccc3)CC2)cc1 (configuration not stated)	-6	-1	0	i	0	-1.0	-1.4	-1.9	2	-3
C=CC(n1cncn1)C(O)(c1ccccc1)c1ccccc1 (configuration not stated)	-3	6	-6	i	1	-0.4	2.3	-0.3	-1	-3

Following part.
SMILES	NadD inh	DNMT1 block	CSN inh	Rpn11 block	SUMO1-SIM PPI	MsrA inhibitor	LMPTP inh	TbMetRS inhib	STEP inh	Scp-1 inhibitor
Cc1ccc(NC(=S)NCc2ccccc2)cc1S(=O)(=O)N1CCCCC1	-10	1	-2	i	2	0.0	1.7	0.7	1	-13
Cn1c(CCNC(=O)c2ccco2)nc2cc([N+](=O)[O-])ccc21	4	-1	5	i	-8	2.9	-1.3	0.3	0	-8
CCOC(=O)N1CCN(C(=O)CSc2nnc(CNC(=O)c3c(F)cccc3Cl)o2)CC1	5	8	3	i	-3	0.6	-0.5	-0.4	-3	-10
Cc1noc(C)c1COC(=O)CCCNC(=O)c1ccc(Cl)cc1	-8	1	0	i	-1	-1.2	-1.9	-0.5	2	-6
COC(=O)CSc1nnc(-c2ccncc2)n1N	1	-2	-4	i	1	-0.2	-1.0	0.4	0	-3
Cc1ccc(SCCOCCN2CCOCC2)cc1	8	-4	4	i	1	-1.5	-0.2	1.8	1	-2
COc1ccc(CCNS(=O)(=O)c2ccc(-n3cnnn3)c(OC)c2)cc1OC	-3	2	-3	i	3	0.8	-2.9	-0.8	-1	0
Cc1[nH]n(-c2ccc(Br)cc2)c(=O)c1/C=N/NC(=O)c1ccccc1	3	-15	-4	i	11	0.7	0.3	-1.2	2	-13
CC(C)N1CCc2c(sc(NC(=O)C3CCCCC3)c2C(N)=O)C1	-3	2	1	i	-4	0.1	-1.6	-0.6	-2	-9
CCOc1ccc(-n2c(=S)sc3c(=O)[nH]c(SCC(=O)NCC4CCCO4)nc32)cc1 (configuration not stated)	4	0	1	i	-3	1.9	-2.5	-0.3	5	1
Cc1nn2c(SCC(=O)c3cccs3)cc(C(C)(C)C)nc2c1-c1ccccc1	4	-7	-4	i	-1	-1.3	3.6	-0.8	-1	-7
Cc1cccc(NC(=O)c2ncn3c2C(=O)NC[C@@H]3C)c1	9	-1	0	i	-2	-0.5	-0.6	-0.1	-1	.
Cn1c(-c2ccccc2)c(C#Cc2ccc(N)cc2)c2ccccc21	25	-18	-2	i	5	3.3	3.1	0.0	-4	0
CN1CCC(OC(=O)COc2ccc(Cl)cc2Cl)CC1	-9	2	-8	i	0	-0.2	-1.0	0.3	-1	-5
COc1ccc(CCNC(=O)COC(=O)c2cc(S(=O)(=O)NCc3ccccc3)ccc2O)cc1OC	1	7	1	i	0	-0.5	0.8	-1.4	0	-2
Cc1cc(NC(=O)Cc2cc(F)cc(F)c2)no1	-5	2	4	i	-10	-0.5	-0.7	-0.6	0	-16
CN1C2CCC1CC(NC(=O)CSc1ccc(C(C)(C)C)cc1)C2 (configuration not stated)	3	0	-3	i	-27	1.5	-4.6	-0.1	2	-23
Cc1cccc(Cn2c(N(C)CCO)nc3c2c(=O)[nH]c(=O)n3C)c1	1	1	-1	i	-1	0.3	-1.2	-0.3	0	2
COCCNC(=O)C1(C)CCCN(CCC(=O)c2ccc(Br)cc2)C1 (configuration not stated)	5	12	-8	i	-5	0.6	-0.6	0.6	0	.
CCOc1ccc(-n2c(SCC(=O)N3CCC(C(=O)O)CC3)nc3ccccc3c2=O)cc1	-15	1	2	i	0	-1.3	-0.3	0.0	-1	1
CCc1nnc(NC(=O)CSc2nnc(-c3ccoc3C)n2CC(C)C)s1	-1	7	1	i	-2	0.3	-1.9	-0.3	-3	-2
CC(C)(C)c1ccc(OC2=CS(=O)(=O)c3ccccc32)cc1	-4	-8	-4	i	7	-0.1	4.2	-0.3	3	-9
N#Cc1ccc(OCC(=O)NCCN2CCOCC2)cc1	-2	5	3	i	5	-1.0	-1.4	0.1	2	-8
COc1cc(C2C(C#N)=C(N)Oc3n[nH]c(-c4ccccn4)c32)cc(OC)c1OC (configuration not stated)	2	-8	1	i	1	0.8	0.0	-0.5	2	-9
CC(=NNC(=S)Nc1ccccc1)c1ccccn1	-1	-5	4	i	-7	1.5	-0.8	-0.1	1	.
c1ccc(Sc2ccccn2)cc1	-8	-2	5	i	-28	2.2	0.0	1.8	0	-4
COC(=O)c1c(N)sc2c1CC(C)(C)OC2	1	-1	-3	i	0	1.7	-0.4	0.6	7	-2
CC(NC(=O)COc1ccc(/C=N/NS(=O)(=O)c2ccccc2)cc1)c1ccccc1 (configuration not stated)	2	-2	-7	i	-1	0.4	-1.5	-0.3	0	-13
COc1ccc(CN(CC2CCC(C(=O)O)CC2)C(=S)Nc2cccc(C)c2)cc1 (configuration not stated)	1	-1	2	i	1	3.8	0.6	0.1	3	-8
CCOC(=O)C1(C)CCCN1C(=O)c1cncc(Br)c1 (configuration not stated)	-2	2	3	i	-5	-0.9	-0.3	-0.5	-2	.
CCC(=O)OC1CSc2nc3ccccc3n2C1 (configuration not stated)	1	-1	-3	i	-2	-1.1	-0.5	0.0	4	-10
Cc1occc1C(=O)N/N=C/C=C/c1ccc(N(C)C)cc1	2	-1	16	i	-27	2.9	-0.4	-0.6	-1	-5
O=C(Nc1ccc2c(c1)OCO2)C1CC(=O)N(c2ccccc2)C1 (configuration not stated)	-7	0	-6	i	2	0.5	-2.0	-0.7	-2	-5
COc1cccc(C(=O)NCC(=O)N/N=C/c2cccnc2)c1	-5	2	-5	i	-18	0.7	-0.8	0.1	-2	0
Cc1ccc(OCC(=O)N/N=C/c2ccc3c(c2)OCO3)cc1C	-1	28	-7	i	-4	1.0	0.7	0.1	0	-8
COc1ccc(C2C3=C(CC(C)(C)CC3=O)Nc3cc4c(cc32)OCO4)cc1 (configuration not stated)	6	-1	-3	i	1	0.6	1.0	0.5	-3	0
COCCN(C(=O)CSc1nnc(Nc2ccc(C)cc2)s1)c1c(N)n(CC(C)C)c(=O)[nH]c1=O	4	0	1	i	3	2.1	-0.7	0.5	0	-3
O=C(CSc1ncn[nH]1)Nc1ccccc1-c1ccccc1	-3	0	2	i	-3	0.5	-2.3	-1.3	5	-20
CCCCN(C(=O)c1cccs1)c1c(N)n(Cc2ccccc2)c(=O)[nH]c1=O	-1	-2	8	i	0	1.4	1.0	0.2	-1	-3
CCC(=O)c1ccc(OCC(=O)NC2(C#N)CCCCC2)cc1	1	2	-8	i	-3	-1.4	-0.4	-0.2	1	-3

Hits appear at their usual frequency. About 3.9% of those tested had a hit in this group.
